UTI89 phage lysis: inhibition of K1F phage lysis, E. coli UTI89, bacterial capsule biogenesis inhibitors, alamar blue (AID 488966); E. coli UTI89 K1F phage lysis, alamar blue, 2 h; higher % means a stronger effect; inhibition, % at 100 µM; hits with a dose series show IC50 in µM; hit rate 0.02% among 340,000;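 active = phage lysis inhibition, versus mean bacterial control, above a set limit; inconclusive = no clear call, values can overlap the other calls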;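 also: capsule biogenesis inhibitors block K1F phage lysis so surviving cells raise fluorescence; higher fluorescence means more inhibition of phage lysis; actives were called in the ten point dose series up to 300 µM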
T cell HTS: modulators of CD8 T cell-vesicle binding, primary screen, mouse 2C CD8+ T cells, flow cytometry. 2C CD8+ T cell-vesicle binding; stronger effect = lower value. calls only at 7 µM. hit rate 0.068% among 330,000. AID 2052, 2009;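 active = response, share of CD8 T cells binding vesicles, and their 90th percentile fluorescence all below set limits, cut at about 80% in these data, passing the limit was not always enough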
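Also added: QL9-peptide-loaded Drosophila micro-vesicles bearing Ld, ICAM-1 and B7-1; Test system: purified 2C TCR transgenic mouse naive CD8+ T cells; Measured by: cytometric PE anti-B7-1 and Alexa647 anti-CD8 signals after 1% paraformaldehyde fixation; Timing: binding step 1.5 h, 37 °C, antibody labelling 20 min, ice.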
human PMI inhibition: inhibitors of human PMI, primary screen, biochemical, fluorescence intensity, coupled assay (AID 1209); Mannose-6-phosphate isomerase (Homo sapiens); purified PMI enzyme, coupled fluorescence intensity; higher % means a stronger effect; inhibition, % at 20 µM, or IC50 in µM where a hit was titrated; hit rate 0.42% among 190,000;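 also: plate controls were DMSO vehicle for no effect and wells lacking substrate for full effect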
TNAP activation fold: human TNAP enzyme activators, primary screen, biochemical, luminescent, no phosphate acceptor, uHTS (AID 1001); purified TNAP, luminescent activation assay, no phosphate acceptor; higher activation fold means a stronger effect; activation fold at 20 µM; hits with a dose series show EC50 in µM; hit rate 0.03% among 200,000; in the data active = activation fold from about 3, or a potency from the dose series; inactive = the rest, 99 in 100 with activation fold below about 1.6; also: many of its hits are not listed in these tables
West Nile virus CPE: West Nile virus antiviral activity, cell-based, CPE readout (AID 1621) | West Nile virus-infected cells, CPE inhibition; higher % means a stronger effect | CPE inhibition, % at 10 µM, or IC50 in µM where a hit was titrated | hit rate 0.02% among 290,000; in the data active = a potency from the dose series; inconclusive = CPE inhibition mostly from about 3.7% at the one dose, without a potency; inactive = the rest, 99 in 100 with CPE inhibition below about 2.2%; also: strong numbers were not always called active
M1AAP inhibition: P. falciparum M1AAP inhibitors, biochemical, fluorogenic H-Leu-NHMec substrate, 1536-well (AID 1445) | recombinant M1AAP, H-Leu-NHMec fluorogenic kinetic assay; higher % means a stronger effect | one-dose inhibition, % at 30 µM; IC50 in µM for titrated hits | hit rate 0.42% among 220,000;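 active = primary inhibition above the hit cutoff, then over 50% inhibition at one or more dose response concentrations, cut at about 23% in these data, passing the limit was not always enough; inconclusive = conflicting primary data, or primary hits not chosen for dose response; inactive = low primary inhibition, or under 50% at every dose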;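 also: plate controls were DMSO full reaction for no effect and no enzyme background for full effect; strong numbers were not always called active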
RSV antiviral HEp-2: RSV antiviral activity via CPE protection, HEp-2 cells, primary 10 µM value included (AID 2391); HEp-2 cells, RSV-induced CPE inhibition; higher % means a stronger effect; CPE inhibition, % at 10 µM, or IC50 in µM where a hit was titrated; hit rate 0.13% among 310,000; in the data active = a potency from the dose series; inconclusive = CPE inhibition mostly from about 23% at the one dose, without a potency; inactive = the rest, 99 in 100 with CPE inhibition below about 21%; also: strong numbers were not always called active
M17LAP inhibition: P. falciparum M17LAP inhibitors, primary screen, biochemical, fluorogenic H-Leu-NHMec substrate, 1536-well (AID 1619) | hit rate 0.38% among 220,000 | Leucine aminopeptidase (Plasmodium falciparum (isolate 3D7)) | inhibition, % at 30 µM; hits with a dose series show IC50 in µM | recombinant M17LAP, H-Leu-NHMec fluorogenic kinetic assay; higher % means a stronger effect;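 active = compound inhibiting the enzyme by more than half at any dose during confirmatory dose-response retesting; inconclusive = strong single-dose inhibitors picked by rank but not retested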;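 also: plate controls were full reaction with DMSO carrier for no effect and no enzyme background for full effect; strong numbers were not always called active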
human PMI inhibitors: human PMI inhibitors, high substrate, primary screen, biochemical, fluorescence intensity, high mannose 6-phosphate (AID 1220); recombinant PMI enzyme, coupled fluorescence intensity; higher % means a stronger effect; hit rate 0.66% among 190,000; Mannose-6-phosphate isomerase (Homo sapiens); inhibition, % at 20 µM, or IC50 in µM where a hit was titrated
T cell HTS vesicle-bound %: recorded beside T cell HTS, whose call it bears; double positive events, %; measured here: CD8+ vesicle-bound cell fraction;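 binding gate set so that unloaded-vesicle control wells show 10% double positive cells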
Numbers without * were called inactive; i = inactive; ? = inconclusive; · = not tested or not shown; [ ] = another dose, or the depositor's remark. Rule as the data show it, unless noted: active = inhibition above about 50%; inactive = the rest.

entry	Molecule	UTI89 phage lysis	T cell HTS	T cell HTS vesicle-bound %	human PMI inhibition	TNAP activation fold	West Nile virus CPE	M1AAP inhibition	RSV antiviral HEp-2	M17LAP inhibition	human PMI inhibitors
1	CSc1ccc(CCNC(=O)CCc2nnc3ccc(N4CCC5(CC4)OCCO5)nn23)cc1	-0.3%	i	10	·	·	0.3%	·	-0.2%	·	·
2	CC(C)(CNC(=O)c1cccs1)CNC(=O)c1cccs1	3.3%	i	9	-8%	1.1	-0.6%	1%	-0.1%	2%	-8%
3	Cc1ccc2cccc(OCc3ccc(Br)cc3)c2n1	0.8%	i	19	·	·	-1.4%	·	4.6%	·	·
4	CC(C)C(=O)N(Cc1cc2ccccc2[nH]c1=O)C(C)C	-0.7%	i	25	-15%	1	-0.4%	20%	0.8%	17%	-7%
5	Cc1c(NC(N)=O)c(=O)n(-c2ccccc2)n1C	0.4%	i	53	·	1	0.8%	-4%	-0.4%	6%	·
6	CC[C@@H](C)CN1C(=O)N[C@@H](CCc2ccccc2)C(C(C)=O)=C1C	0.9%	i	19	·	·	-0.6%	1%	0.6%	14%	·
7	CC1CN(S(=O)(=O)c2ccc(C(=O)Nc3nnc(-c4ccc5c(c4)CCCC5)o3)cc2)CC(C)O1 (stereo not drawn)	0.3%	i	43	-27%	1.2	0.5%	-2%	-2.0%	-9%	-21%
8	Cc1cc(O)c(C(C)C)cc1NC1=NS(=O)(=O)c2ccccc21	0.5%	i	43	4%	1.1	0.8%	3%	0.8%	8%	2%
9	O=S(=O)(c1ccc(Br)c2ccccc12)N1CCOCC1	1.1%	i	50	·	·	-0.6%	·	2.9%	·	·
10	CCNC(=O)CCC(=O)Nc1cc(Cl)ccc1C	1.1%	i	32	-5%	1.1	-0.2%	12%	0.4%	-4%	3%
11	Cc1ccc(C(=O)C2=C(O)C(=O)N(CCN3CCOCC3)C2c2ccccn2)o1 (stereo not drawn)	·	·	·	-33%	1	0.0%	6%	·	18%	-17%
12	Cc1ccc(CNC(=O)C23CN(Cc4ccccc4)CC2C(c2cccc([N+](=O)[O-])c2)=NO3)cc1 (stereo not drawn)	0.5%	i	11	9%	0.9	-1.6%	3%	5.0%	-7%	6%
13	O=C1CCCCc2sc(Br)c([N+](=O)[O-])c2N1	-0.3%	i	18	·	·	-1.3%	3%	-2.2%	7%	·
14	CSc1nsc(SCc2ccc(F)cc2)n1	0.0%	i	48	8%	1.1	0.0%	0%	2.1%	-2%	5%
15	CCCCOc1cccc(C(=O)NC(=S)Nc2cccc(NC(=O)c3ccccc3Cl)c2)c1	9.9%	i	53	18%	1	-0.6%	3%	1.9%	10%	2%
16	O=C(N/N=C/C=C/c1ccccc1)C1CC1c1ccccc1 (stereo not drawn)	0.1%	i	55	21%	1	·	10%	?	5%	20%
17	C=CCNC(=O)c1onc(CSc2ccc(C(C)C)cc2)c1C(=O)O	1.9%	i	25	-6%	1.1	-0.2%	7%	11%	28%	-10%
18	CCCCc1noc(-c2c(-c3ccccc3Cl)noc2C)n1	0.3%	i	54	13%	1.1	-1.0%	9%	4.2%	3%	13%
19	Cc1cccc(OCC(=O)N(Cc2ccc(F)cc2)C2CCS(=O)(=O)C2)c1C (stereo not drawn)	0.1%	i	29	·	·	0.4%	·	2.7%	·	·
20	O=C1NC(c2ccc(Cl)cc2)Oc2ccccc21 (stereo not drawn)	-1.2%	i	62	·	·	-0.6%	·	0.5%	·	·
21	Cn1cc(/C=N/NC(=O)c2ccccc2O)c2ccccc21	3.4%	i	12	·	·	-0.5%	·	3.5%	·	·
22	COc1cc(/C=N/NC(=O)COc2c(C)cc([N+](=O)[O-])cc2C)ccc1OC(=O)c1ccccc1Br	-0.4%[50 µM]	i	52	18%	0.9	-0.8%	9%	5.4%	13%	6%
23	O=C1C2CCCCN2C(=O)N1CCN1CCN(c2ccc([N+](=O)[O-])cc2)CC1 (stereo not drawn)	2.8%	i	41	8%	0.9	-0.4%	3%	1.0%	10%	-4%
24	Cc1ccc(N(CC(=O)Nc2ccc(Br)c(C)c2)S(=O)(=O)c2c(C)[nH]c(=O)[nH]c2=O)cc1	-0.4%	i	44	·	·	0.2%	·	?	·	·
25	O=C(CN1CCc2ccccc2C1)c1cccs1	0.5%	i	59	-46%	1.1	-0.9%	4%	0.9%	10%	-69%
26	COc1ccc(C2C3=C(Nc4ncnn42)c2ccccc2CC3)cc1OC (stereo not drawn)	·	i	23	-1%	1	0.1%	2%	0.5%	18%	39%
27	N#Cc1cc2c(nc1SCc1nc3ccccc3[nH]1)CCC2	·	i	11	3%	1.2	1.7%	12%	31%	-2%	-2%
28	O=c1cc(CN2CCC3(CC2)OCCO3)c2c(ccc3ccccc32)o1	3.9%	i	21	18%	1.1	1.9%	13%	0.9%	1%	11%
29	CSc1ccccc1C(=O)Nc1cc(C)ccc1C	0.7%	i	60	4%	1.1	0.0%	-1%	0.8%	-2%	3%
30	COC(=O)c1ccc(CSc2nc3ccccc3c(=O)n2N)cc1	-0.1%	i	38	·	·	-0.6%	·	1.8%	·	·
31	O=C(CCCN1C(=O)c2ccccc2C1=O)Nc1c(C(=O)C2CC2)oc2ccccc12	1.2%	i	40	0%	1.1	-0.1%	-3%	2.4%	-3%	2%
32	O=C(CCCn1c(=O)c2sccc2n(CC(=O)NCc2ccco2)c1=O)NCc1ccco1	12%	i	15	8%	1.1	0.8%	6%	-0.8%	-10%	4%
33	CC(=O)Nc1ccc(N=Cc2c(O)ccc3ccccc23)cc1	-0.2%	i	54	·	·	-0.3%	·	3.7%	·	·
34	CC1=NN(C(C#N)c2ccccc2)C(c2ccccc2)C1 (stereo not drawn)	·	i	26	·	·	-0.1%	0%	·	11%	·
35	NC(=O)c1sc2cc(C(F)(F)F)cnc2c1-c1cccs1	0.1%	i	40	-9%	1	-0.3%	1%	0.1%	0%	-9%
36	CC(/C=C/c1ccccc1)=N/NC(=O)Cn1nnc(N)n1	·	i	36	·	·	0.3%	4%	·	13%	·
37	NC1=NS(=O)(=O)NC1c1cccc(Cl)c1 (stereo not drawn)	-1.0%	i	35	2%	1.1	0.5%	-3%	2.4%	-6%	1%
38	CCC(C(=O)NC(C)(C)C)N(C(=O)c1ccc(Cl)nc1)C1CCCC1 (stereo not drawn)	-0.4%	i	48	1%	1.1	-0.4%	5%	1.2%	-1%	-11%
39	Cc1ccc2c(c1)nnn2C1CCN(C(=O)C2CCCCC2)CC1	3.7%	i	13	-6%	1.1	-1.2%	-3%	8.2%	-8%	-3%
40	CCS(=O)(=O)c1ccccc1C(=O)NC1CCCc2ccccc21 (stereo not drawn)	0.2%	i	18	·	·	0.0%	·	1.0%	·	·
41	O=C(Nc1ccc(F)cc1F)NC1CCN(S(=O)(=O)c2ccc(F)cc2)CC1	0.5%	i	20	5%	1	-1.3%	-2%	1.6%	4%	-4%
42	Cc1cccc(-n2c(C)cc(/C=C3\C(=N)N4N=C(CC(C)C)SC4=NC3=O)c2C)c1	3.3%	i	64	-15%	1	1.6%	6%	2.7%	2%	-3%
43	CCOc1cc(C(=O)NN2CCOCC2)cc(OCC)c1OCC	0.1%	i	10	·	·	-0.2%	·	1.6%	·	·
44	O=C(N/N=C/c1ccc(Br)cc1)c1ccc(Br)o1	1.9%[50 µM]	i	48	-10%	1	-0.2%	2%	5.3%	4%	4%
45	CCOc1ccccc1Cn1c(=O)sc2ccccc21	-0.1%	i	54	15%	1.1	-0.6%	-3%	1.2%	-2%	13%
46	O=C(NC(=S)Nc1ccc2c(c1)C(=O)c1ccccc1C2=O)c1ccc(F)cc1	·	i	22	-27%	0.9	?	3%	-0.2%	1%	-26%
47	c1ccc2c(c1)OCC(c1nnc3sc(-c4cnccn4)nn13)O2 (stereo not drawn)	4.5%	i	33	20%	1.1	-0.4%	9%	1.8%	3%	5%
48	CN(C[C@H](CC1CCCCC1)N(C[C@H](Cc1ccccc1)N(CCc1ccccc1)N=O)N=O)N=O	0.6%	i	13	19%	1.1	-0.9%	5%	-2.6%	0%	21%

Sorted by the number under M1AAP inhibition (high to low): some entries from above
entry | SMILES | M1AAP inhibition
47 | c1ccc2c(c1)OCC(c1nnc3sc(-c4cnccn4)nn13)O2 (stereo not drawn) | 9%
42 | Cc1cccc(-n2c(C)cc(/C=C3\C(=N)N4N=C(CC(C)C)SC4=NC3=O)c2C)c1 | 6%
44 | O=C(N/N=C/c1ccc(Br)cc1)c1ccc(Br)o1 | 2%

Additional records follow.
entry	Molecule	UTI89 phage lysis	T cell HTS	T cell HTS vesicle-bound %	human PMI inhibition	TNAP activation fold	West Nile virus CPE	M1AAP inhibition	RSV antiviral HEp-2	M17LAP inhibition	human PMI inhibitors
49	O=C(CSCCO)Nc1ccc([N+](=O)[O-])cc1	-0.1%	i	43	-10%	1.1	0.0%	9%	-1.1%	9%	-10%
50	CN(CCC#N)CC(=O)Nc1ccc(S(N)(=O)=O)cc1	-0.4%	i	20	3%	1.1	0.0%	8%	2.3%	3%	1%
51	CC1Oc2ccccc2N(CC(=O)N(Cc2ccccc2)Cc2ccccn2)C1=O (stereo not drawn)	4.8%	i	17	13%	1	0.1%	1%	0.5%	7%	13%
52	Cc1ccc(S/C(=N\S(=O)(=O)c2ccc(Cl)cc2)c2ccccc2)cc1	6.3%	i	57	29%	1.1	0.1%	-3%	-1.8%	6%	-15%
53	CSc1nc2ccc(S(=O)(=O)N(C)C)cc2s1	0.4%	i	44	3%	1	-0.5%	5%	0.7%	-10%	1%

Screening results: PubChem BioAssay, several laboratories
